Screening results deposited in PubChem BioAssay by Sanford-Burnham Center for Chemical Genomics.
Scp1 inh – Scp-1 phosphatase inhibitors, primary screen, biochemical, colorimetric, uHTS. Carboxy-terminal domain RNA polymerase II polypeptide A small phosphatase 1 (Homo …. Recombinant Scp1, phosphopeptide, malachite green phosphate absorbance. inhibition, % at 20 µM. 340,000 compounds, 0.88% hits;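 active means inhibition above about 50% at 20 µM, limit read from the data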;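 further: plate controls were DMSO wells with enzyme for no effect and wells lacking enzyme for full effect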
Target sequence (Q9GZU7 76-261 limits assumed): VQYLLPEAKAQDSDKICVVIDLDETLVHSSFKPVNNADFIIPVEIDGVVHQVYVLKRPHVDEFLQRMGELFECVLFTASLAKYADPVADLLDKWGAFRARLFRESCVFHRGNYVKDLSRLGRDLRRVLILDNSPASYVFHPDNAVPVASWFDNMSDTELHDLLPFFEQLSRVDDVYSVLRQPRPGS
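Test system: SCP-1 catalytic domain; Buffer or medium: Acidic Tris acetate buffer with magnesium and detergent; Also added: Phosphorylated 17-residue peptide substrate; Compound: single 20 µM dose, 1% DMSO; Schedule: enzyme reaction 45 min at room temperature, colour 5 min, stabilisation 30 min; Signal: Phosphate-binding colour reagent, absorbance read at 630 nm.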
SKN-1 inh – suppressors of acrylamide-induced Pgst-4::GFP reporter in worms, primary screen, SKN-1 inhibitor project, whole organism, uHTS, GFP/RFP fluorescence ratio, strain VP596; C. elegans VP596 Pgst-4::GFP/RFP ratio, 24 h; inhibition, % at 21.8 µM; 360,000 compounds, 0.49% hits; AID 624304, 2012;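 active means interference check ratio from 0.5 to 1.5 plus GFP to RFP signal ratio inhibition reaching or exceeding a fixed threshold, cut at about 30% in these data, passing the limit was not always enough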; further: some compounds called inactive have numbers as strong as hits
SUMO1-SIM PPI – modulators of SUMO1 protein-protein interactions, primary screen, biochemical, uHTS; Small ubiquitin-related modifier 1 (Homo sapiens), P63165; SUMO1 binding to a labelled peptide, TR-FRET, 1 h; inhibition, % at 20 µM; 360,000 compounds, 0.33% hits; AID 602429, 2012; in the data active means inhibition above about 37%
Target sequence (P63165 whole entry, looked up): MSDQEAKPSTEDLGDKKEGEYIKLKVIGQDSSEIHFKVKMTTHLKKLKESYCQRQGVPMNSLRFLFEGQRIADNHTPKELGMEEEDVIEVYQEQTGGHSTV
CendR NRP1 mod – modulators of CendR peptide binding to NRP-1, primary screen, biochemical, fluorescence polarization, uHTS | Neuropilin-1 (Homo sapiens), O14786 | inhibition, % at 25 µM | FAM-RPARPAR peptide binding to NRP-1 | AID 602438, 2012 | 360,000 compounds, 0.85% hits;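 active means inhibition or corrected inhibition above about 18%, plus a signal ratio from 0.5 to 1.5, limit read from the data, passing the limit was not always enough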; further: strong numbers were not always called active
LMPTP block – LMPTP phosphatase inhibitors, primary screen, biochemical, fluorescence intensity, uHTS; Low molecular weight phosphotyrosine protein phosphatase (Homo sapiens), P24666; recombinant LMPTP-A, OMFP fluorogenic substrate; 360,000 compounds, 0.22% hits; AID 651560, 2012; inhibition, % at 20 µM;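 active means compounds that cut the enzyme signal by at least half of the control window in the single-dose screen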;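 further: plate controls were DMSO wells with enzyme plus substrate for no effect and substrate without enzyme for full effect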
Target sequence (P24666 whole entry, looked up): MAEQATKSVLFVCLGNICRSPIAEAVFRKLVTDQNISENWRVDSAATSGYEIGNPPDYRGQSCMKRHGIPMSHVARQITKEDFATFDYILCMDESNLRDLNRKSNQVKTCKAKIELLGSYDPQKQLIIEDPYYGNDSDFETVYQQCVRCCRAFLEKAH
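Buffer or medium: Bis-Tris pH 6.0, DTT, detergent; Assay system: LMPTP-A enzyme; Quantity: 0.625 nM enzyme; Detection: endpoint fluorescence intensity; Times: 50 min dark incubation at room temperature; Controls: substrate-only low control, DMSO enzyme-plus-substrate high control; Doses: single 20 µM dose; Read-out: percent inhibition versus substrate-only and uninhibited controls; Reagent: 400 µM OMFP.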
Rpn11 inh – Rpn11 (PSMD14) deubiquitinase inhibitors, primary screen, biochemical, fluorescence polarization, uHTS. calls only at 20 µM. 26S proteasome non-ATPase regulatory subunit 14 (Homo sapiens), O00487. human 26S proteasome, Ub4-pepOG fluorescence polarization; 20S core pre-blocked with epoxomicin. AID 588493, 2011. 360,000 compounds, 0.59% hits;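 active means inhibition at 20 µM, scaled to each plate's controls, above about 33%, limit read from the data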
DNMT1 inh – human DNMT1 methyltransferase inhibitors, primary screen, biochemical, molecular beacon, fluorescence, HinP1I cleavage, uHTS; 360,000 compounds, 0.83% hits; DNA (cytosine-5)-methyltransferase 1 (Homo sapiens), P26358; inhibition (reported as % activation of signal), % at 10 µM; in the data active means inhibition above about 50%
STEP inh – STEP phosphatase inhibitors, primary screen, biochemical, fluorescence intensity, uHTS | AID 588621, 2011 | recombinant STEP, OMFP fluorogenic substrate | 360,000 compounds, 0.25% hits | inhibition, % at 20 µM | Tyrosine-protein phosphatase non-receptor type 5 (Homo sapiens), P54829;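 active means inhibition at 20 µM, scaled per plate between control wells, above about 37%, limit read from the data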;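 further: 0% = DMSO with enzyme and substrate and 100% = substrate only without enzyme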
Target sequence (P54829 whole entry, looked up): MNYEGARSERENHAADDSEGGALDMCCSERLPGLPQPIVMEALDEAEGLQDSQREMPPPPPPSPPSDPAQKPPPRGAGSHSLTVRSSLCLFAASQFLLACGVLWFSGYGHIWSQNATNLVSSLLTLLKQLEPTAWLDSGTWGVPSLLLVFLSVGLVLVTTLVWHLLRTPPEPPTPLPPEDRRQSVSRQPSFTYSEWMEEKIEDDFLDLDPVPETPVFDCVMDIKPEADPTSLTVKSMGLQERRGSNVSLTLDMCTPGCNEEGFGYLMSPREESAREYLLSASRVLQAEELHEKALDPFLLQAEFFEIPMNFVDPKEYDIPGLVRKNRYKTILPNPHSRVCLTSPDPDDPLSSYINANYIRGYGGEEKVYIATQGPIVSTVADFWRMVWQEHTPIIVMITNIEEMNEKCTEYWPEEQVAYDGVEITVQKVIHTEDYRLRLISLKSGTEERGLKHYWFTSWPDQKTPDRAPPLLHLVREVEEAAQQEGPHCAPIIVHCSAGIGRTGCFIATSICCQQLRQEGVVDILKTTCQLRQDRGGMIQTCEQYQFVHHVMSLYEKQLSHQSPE
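Test system: STEP tyrosine phosphatase / Reagent: OMFP at 25 µM / Doses: 20 µM, 1% DMSO / Read-out: percent inhibition scaled to no-enzyme and uninhibited-enzyme controls, plate-pattern corrected / Detection: FITC-channel fluorescence of OMFP product / Medium: Bis-Tris buffer pH 6.0, 2.5 mM DTT, 0.005% Tween 20 / Schedule: 20 min at room temperature, dark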
NadD inh – inhibitors of S. aureus NadD, primary screen, biochemical, colorimetric, uHTS | 360,000 compounds, 0.78% hits | inhibition, % at 20 µM | purified NadD enzyme, colorimetric absorbance read-out | Nicotinate-nucleotide adenylyltransferase NadD (Staphylococcus aureus N315); in the data active means inhibition above about 26%; further: some compounds past the cut are filed as inactive
MT1-MMP act inh – blockers of MT1-MMP proenzyme processing, primary screen, HT1080 RFP-PRO-GFP cells, GFP/RFP fluorescence. Matrix metalloproteinase-14 (Homo sapiens), P50281. GFP/RFP ratio fluorescence, overnight; percent of plate control window, DMSO zero. GFP/RFP ratio change, % at 20 µM. 360,000 compounds, 0.061% hits;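 active means GFP/RFP ratio change of at least 30% with cell ATP level not reduced by more than half and red fluorescence within 50% of control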; further: strong numbers were not always called active
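Assay system: HT1080 cells carrying an RFP-PRO-GFP reporter | Dosing: Single dose of 20 µM compound, 1% DMSO final | Incubation: Cells overnight before dosing, compound overnight, 37 °C, 5% CO2 | Evaluation: GFP/RFP fluorescence ratio | Control set: DMSO and RFP-L50D-GFP cell wells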
* = called active by the depositor; i = inactive; . = no result given; + = active, no number. Compounds were not picked by outcome (roughly 3.9% active in at least one column).

SMILES | Scp1 inh | SKN-1 inh | SUMO1-SIM PPI | CendR NRP1 mod | LMPTP block | Rpn11 inh | DNMT1 inh | STEP inh | NadD inh | MT1-MMP act inh
COc1ccccc1NC(=O)c1sc2nc(N3CCOCC3)c3c(c2c1N)CCCC3 | -7.2 | -3.4 | -31.0 | 14.4 | -0.2 | i | -6.2 | -1.6 | 5.9 | 0.9
COc1ccc(NC(=O)c2ccccc2Oc2ccccc2)c(OC)c1 | -11.4 | 20.0 | 1.2 | 6.2 | 4.8 | i | 1.2 | 1.4 | -10.3 | 0.0
CCCCn1c(N)c(N(CC(C)C)C(=O)c2cccc(S(=O)(=O)N(CC)c3ccccc3)c2)c(=O)[nH]c1=O | -1.7 | 4.2 | 1.2 | 14.1 | -1.0 | i | 4.9 | -2.2 | 1.2 | -4.8
O=C(c1ccc(COc2ccc3c(c2)CCC3)o1)N1CCN(c2ccccc2)CC1 | 4.1 | 5.0 | 3.3 | -4.3 | 5.7 | i | -1.5 | 3.8 | 6.1 | 1.8
COc1cc(CNCc2ccccc2)cc(Cl)c1OC | -4.6 | 0.0 | -2.4 | -3.8 | -0.8 | i | 2.5 | 0.7 | -12.7 | 7.1
CC(C)Nc1cc(C(C)(C)C)nc2c(-c3ccccc3)cnn12 | -5.1 | 8.9 | 5.2 | -1.3 | 4.7 | i | -0.2 | 1.3 | -5.7 | 1.0
CN(CC(=O)NCc1ccccn1)S(=O)(=O)c1ccc2ccccc2c1 | -1.9 | -4.0 | -1.2 | 5.6 | -0.5 | i | -0.2 | 0.8 | -7.6 | -2.1
CC(=O)NC(CC(=O)N1CCN(C(C)=O)CC1)c1ccccc1 (stereo not given) | 1.1 | -2.0 | -2.1 | 3.5 | -1.4 | i | -1.0 | -1.1 | -0.9 | -0.5
NCCc1c(-c2ccccc2)n(-c2ccccc2)c2ccccc12 | 5.2 | 7.8 | -2.2 | 9.5 | -0.5 | i | 11.0 | 6.0 | 0.6 | 1.4
Cc1noc(C)c1C(=O)OCC(=O)N(C)C1CCS(=O)(=O)C1 (stereo not given) | 0.9 | -4.7 | 2.7 | 1.5 | -1.7 | i | 1.4 | 1.0 | -6.2 | 1.0

The list goes on; it opens with the 3 that closed the last part.
SMILES | Scp1 inh | SKN-1 inh | SUMO1-SIM PPI | CendR NRP1 mod | LMPTP block | Rpn11 inh | DNMT1 inh | STEP inh | NadD inh | MT1-MMP act inh
CC(=O)NC(CC(=O)N1CCN(C(C)=O)CC1)c1ccccc1 (stereo not given) | 1.1 | -2.0 | -2.1 | 3.5 | -1.4 | i | -1.0 | -1.1 | -0.9 | -0.5
NCCc1c(-c2ccccc2)n(-c2ccccc2)c2ccccc12 | 5.2 | 7.8 | -2.2 | 9.5 | -0.5 | i | 11.0 | 6.0 | 0.6 | 1.4
Cc1noc(C)c1C(=O)OCC(=O)N(C)C1CCS(=O)(=O)C1 (stereo not given) | 0.9 | -4.7 | 2.7 | 1.5 | -1.7 | i | 1.4 | 1.0 | -6.2 | 1.0
COc1ccc(OC)c(NC(=O)CSc2nnc(Cc3cccn3C)n2-c2ccc(F)cc2)c1 | -4.2 | -3.7 | 0.3 | 4.8 | 0.6 | i | -2.4 | 3.4 | 1.3 | 3.0
O=C(NCc1cccs1)c1ccc(CS(=O)Cc2ccccc2Cl)o1 (stereo not given) | -3.4 | -2.5 | 6.2 | -0.2 | -1.2 | i | 1.3 | 1.5 | 1.2 | 0.1
O=C(c1cccc(C(F)(F)F)c1)C1CCCN(Cc2cccn2-c2ccccn2)C1 (stereo not given) | 5.4 | 0.4 | 5.1 | 11.3 | 0.1 | i | -2.1 | 1.2 | -2.1 | 5.4
OC1=C(O)c2nc3cc(C(F)(F)F)ccc3nc21 | -4.3 | -5.9 | -15.3 | -11.6 | -1.3 | i | 4.5 | 4.4 | -1.4 | 1.6
COc1ccc(OCC(=O)Nc2cc(S(=O)(=O)N3CCCC3)ccc2OCC(F)(F)F)cc1 | -0.6 | 9.1 | 5.7 | 11.2 | -1.4 | i | 0.1 | -0.6 | -1.3 | 1.0
Cc1cccc(Nc2nnc(SCC(=O)Nc3cccc(S(=O)(=O)N4CCCCC4)c3)s2)c1 | -5.3 | -2.2 | 2.1 | -5.8 | 3.0 | i | -16.2 | -4.5 | 15.5 | -6.3
C=CCNC(=O)c1c(N)n(-c2cccc(S(N)(=O)=O)c2)c2nc3ccccc3nc12 | -1.8 | 12.0 | -0.8 | -4.8 | 2.5 | i | -24.7 | 1.2 | 6.6 | 7.3
CCCC1=C/C(=C/c2ccc(-c3ccccc3OC)o2)C(=O)O1 | -11.2 | 6.3 | 0.1 | -67.8 | 1.6 | + | 12.0 | 1.4 | 39.8* | -15.9
Cc1cc(C)n2nc(C(=O)OCCOc3cccc(Br)c3)nc2n1 | 27.7 | 9.1 | 2.0 | -5.3 | -0.9 | i | 0.5 | -0.8 | -1.3 | 2.3
CCOc1cc(C2NC(=O)N(C)C(C)=C2[N+](=O)[O-])ccc1OC(C)=O (stereo not given) | 6.4 | -4.3 | -5.5 | -13.5 | 1.7 | i | -2.3 | 2.7 | -0.1 | 4.4
COC(=O)c1c(-c2ccccc2)c[nH]c1C | -5.1 | -21.5 | 2.2 | -21.5 | -1.4 | i | -1.4 | -0.2 | -2.8 | -4.5
O=C(CSCc1ccccc1)NCc1ccc2c(c1)OCO2 | 0.7 | -21.7 | -3.7 | -8.5 | 1.1 | i | -2.6 | -1.4 | -8.6 | 11.4
CCCCNS(=O)(=O)c1ccc(OC)c(C)c1 | -8.5 | 10.0 | 2.6 | 9.4 | -0.2 | i | 1.0 | 2.7 | -3.1 | 2.3
CCCn1c(CCC(=O)O)ccc1-c1ccccc1 | -10.4 | -0.2 | 4.9 | -4.3 | 0.7 | i | 0.3 | 3.9 | -6.7 | 1.3
CN1C(=S)SC(C)(C)C1N(O)C(=O)Nc1ccc(Cl)cc1 (stereo not given) | -5.2 | -4.1 | 0.1 | 14.6 | -0.1 | i | 0.3 | -2.7 | -4.9 | -2.2
O=C(Nc1ccc(F)cc1F)c1c(C(F)(F)F)ccnc1Oc1ccccc1 | -9.8 | -8.4 | 4.1 | 10.1 | 0.8 | i | 4.7 | -2.3 | -5.7 | 0.8
COc1cccc(/C=N/Nc2ncc(C)c(=O)[nH]2)c1OC | -10.0 | -0.3 | -1.6 | 1.6 | -1.0 | i | 1.2 | -1.8 | -3.6 | 3.3
Cn1c(CN2CCCC2)nc2cc(NC(=O)c3ccc(Cl)cc3)ccc21 | -11.7 | -4.2 | 1.8 | -1.4 | -0.1 | i | -4.0 | -0.4 | -8.2 | 4.9
COc1ccc(-n2nnnc2SCC(=O)Nc2c(C)n[nH]c2C)cc1 | -12.4 | 6.9 | 0.1 | 9.5 | -1.7 | i | 4.0 | -2.3 | -1.7 | 4.7
CCCCN1CC(COCc2ccccc2)Oc2cccc(Oc3ccc(F)cc3)c2S1(=O)=O (stereo not given) | -28.4 | 7.7 | -0.4 | 5.8 | 2.7 | i | 5.0 | 2.0 | -0.4 | 0.1
O=c1c2cn(Cc3ccc(F)cc3)c3ccccc3c-2nn1Cc1ccc(F)cc1 | -6.0 | -7.6 | 2.2 | 1.0 | -0.5 | i | 13.5 | 1.5 | 2.0 | 4.6
CN(C)C(=S)NC1CCS(=O)(=O)C1 (stereo not given) | -7.3 | 5.5 | -3.2 | -19.4 | -0.4 | i | -3.7 | 0.4 | -3.2 | 4.7
O=C(c1cccn(Cc2cccc(Cl)c2)c1=O)N1CCOCC1 | -8.0 | 8.4 | -1.7 | 2.3 | 0.0 | i | 7.6 | -1.8 | 1.4 | 3.9
COc1ccc(Nc2nc(C)c(-c3ccccc3)s2)cc1 | -1.2 | 8.4 | -5.1 | -19.8 | 3.2 | i | -1.3 | -0.1 | -0.8 | -3.7
Cc1cc(C)cc(N(CCC#N)C(=O)COC(=O)C2CCN(c3ccc(C(F)(F)F)cn3)CC2)c1 | 5.6 | -9.3 | 8.9 | -17.3 | 4.4 | i | -1.6 | -2.2 | 7.7 | 7.2
COc1cc(NC(=O)COc2ccc([N+](=O)[O-])cc2)ccc1NC(=O)c1ccco1 | . | 6.5 | 2.0 | -7.8 | 1.0 | i | 11.5 | -0.2 | -11.6 | -0.2
Cc1cccc(C)c1NC(=O)C1C2C=CC(C2)C1C(=O)NCc1ccccn1 (stereo not given) | -4.0 | 2.6 | -2.0 | 5.7 | -1.1 | i | 2.2 | -1.7 | -1.0 | 3.2
CC(C)CCNC(=O)COC(=O)c1cc(Br)c(Br)s1 | -3.0 | -2.7 | -6.1 | -8.2 | 0.2 | i | 1.9 | 4.2 | -9.8 | -0.3
COc1ccc(N/C(N)=N/c2nc(C)cc(C)n2)cc1 | . | 5.3 | 0.7 | 14.6 | 0.1 | i | -6.5 | -4.7 | -4.1 | 0.5
N#Cc1ncc(Cc2ccccc2)nc1C#N | -7.5 | 11.5 | 1.9 | -7.0 | 1.3 | i | -9.6 | -1.7 | 3.0 | -18.2
CCOCCCNC(=O)Cn1ncc2c(=O)oc3ccccc3c21 | -4.8 | 21.4 | -4.4 | 5.2 | -3.0 | i | 6.1 | -3.0 | 0.1 | 2.4
O=C(NCc1cccs1)NC1CCCCC1 | -0.6 | -12.1 | -2.6 | 11.4 | 0.8 | i | 3.4 | -1.2 | 3.1 | 1.6
